CDK5 p35 inh = inhibitors of human CDK5/p35 kinase; Recombinant CDK5/p35, ADP-Glo luminescence, 60 min; Q00535+Q15078; 0.01% of 330,000 active; inhibition, % at 10 µM; AID 488839;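 active = highest replicate inhibition of at least 50% and at least 75% of replicates reaching 50%; inconclusive = only one of the two criteria met; inactive = both criteria failed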;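 also: plate controls were DMSO neutral control for no effect and GW8510 at 10 µM for full effect; many of its hits are not listed in these tables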
Target sequence (Q00535 whole entry, looked up): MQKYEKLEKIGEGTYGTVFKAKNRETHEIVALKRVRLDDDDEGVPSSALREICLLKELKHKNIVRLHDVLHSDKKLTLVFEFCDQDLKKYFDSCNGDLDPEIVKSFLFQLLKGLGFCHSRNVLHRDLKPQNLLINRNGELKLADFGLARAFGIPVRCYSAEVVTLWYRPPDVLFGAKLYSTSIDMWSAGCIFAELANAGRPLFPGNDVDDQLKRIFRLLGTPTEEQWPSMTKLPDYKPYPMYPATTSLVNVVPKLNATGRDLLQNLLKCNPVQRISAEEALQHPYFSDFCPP
Target sequence (Q15078 whole entry, looked up): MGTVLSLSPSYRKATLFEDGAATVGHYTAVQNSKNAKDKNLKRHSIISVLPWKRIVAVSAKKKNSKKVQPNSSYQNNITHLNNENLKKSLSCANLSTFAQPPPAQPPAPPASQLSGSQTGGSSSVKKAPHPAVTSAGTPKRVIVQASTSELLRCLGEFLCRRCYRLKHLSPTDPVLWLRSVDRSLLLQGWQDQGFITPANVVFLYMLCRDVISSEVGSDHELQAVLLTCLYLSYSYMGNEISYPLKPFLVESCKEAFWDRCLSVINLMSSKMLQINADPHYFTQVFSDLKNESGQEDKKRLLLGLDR
PKA-R1A act = PKA-R1A complex activation | P00514+P68181 | activation, % at 11.4 µM | 0.083% of 340,000 active | PKA-R1A dissociation, Cy5-IP20 fluorescence polarization; scaled: DMSO 0%, 113 µM cGMP 100%;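 active = percent activation above the mean of all tested compounds plus 3 SD, cut at about 19% in these data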;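 also: higher means more PKAc released from R1A so a rise in polarization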
phage Ecoli inh = E. coli growth loss with phage present. growth absorbance. inhibition, % at 11.9 µM. 0.26% of 360,000 active. AID 651602; in the data active = inhibition above about 11%
PKA-R2B act = PKA-R2B complex activation. PKA-R2B holoenzyme dissociation, Cy5-IP20 fluorescence polarization; R2B truncated from residue 108, S112A mutant; 0% DMSO only, 100% 113 µM cGMP. activation, % at 11.4 µM. AID 504700. 0.079% of 340,000 active;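 active = activation above a cutoff set at the mean over all compounds plus 3 SD, cut at about 18% in these data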;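 also: higher means more holoenzyme dissociation and a rise in polarization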
Tat export inh = blocks Tat-dependent protein export in E. coli; E. coli MC4100 TorA-mCherry Tat export, fluorescence; inhibition, % at 10 µM; 0.036% of 340,000 active; AID 488895;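 active = mean replicate inhibition at least 50% and at least half of replicates individually reaching 50%; inconclusive = only one of the two criteria met; inactive = neither criterion met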;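 also: exported cargo escapes ClpAP degradation while cytoplasmic cargo is degraded and loses fluorescence; 0% = median of neutral control wells and 100% = median of NaSCN control wells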
HTR5A ag = activates human HTR5A in OPRM1-OPRD1 agonist counter-screen; HTR5A agonist assay, luminescence, cell-based; P47898; 0.61% of 340,000 active; activation, % at 9.3 µM; in the data active = activation mostly above about 9.5%, no sharp cut-off; inactive = mostly below about 7.6%;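 also: 0% = cells with vehicle only and 100% = reference agonist; strong numbers were not always called active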
Target sequence (P47898 whole entry, looked up): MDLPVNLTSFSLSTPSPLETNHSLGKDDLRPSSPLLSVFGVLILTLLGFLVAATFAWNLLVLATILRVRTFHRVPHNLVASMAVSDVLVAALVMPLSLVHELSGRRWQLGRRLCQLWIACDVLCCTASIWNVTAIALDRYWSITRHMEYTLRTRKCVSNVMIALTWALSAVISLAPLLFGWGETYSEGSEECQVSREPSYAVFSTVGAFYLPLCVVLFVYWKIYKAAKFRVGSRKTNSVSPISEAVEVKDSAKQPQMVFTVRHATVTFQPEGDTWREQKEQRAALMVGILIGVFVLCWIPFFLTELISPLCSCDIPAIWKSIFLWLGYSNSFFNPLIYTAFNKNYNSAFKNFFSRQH
E coli growth = bacterial growth inhibition, counter-screen for AddAB inhibitors; E. coli V3065 growth, OD600 absorbance, 18 h; inhibition, % at 11.9 µM; 0.27% of 330,000 active;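 active = inhibition above the campaign's mean inhibition across all tested compounds plus 3 SD, cut at about 9.9% in these data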;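 also: uninfected addAB+ strain grown without phage in ampicillin broth; 0% = DMSO wells and 100% = ciprofloxacin 0.95 µg/ml wells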
AddAB inh = less growth of phage-infected E. coli with AddAB. E. coli expressing H. pylori AddAB, absorbance growth. inhibition, % at 11.9 µM. 0.29% of 330,000 active. AID 435030; in the data active = inhibition above about 12%;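 also: 0% = vehicle wells of infected cells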
Mot1-301 SUMO = inhibitors of SUMOylation pathway: yeast Mot1-301 growth rescue; S. cerevisiae Mot1-301 growth rescue, ATP luminescence, 38.5C; percent above DMSO median, 100 means doubled; growth rescue, % at 18.8 µM; 1% of 320,000 active; AID 2716;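 active = every valid replicate shows activation above 250% relative to neutral control wells; inactive = the rest, any valid replicate at or below 250%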;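 also: OY570 slx delta 5 strain wells were the positive control but not used for scaling; some compounds called inactive have numbers as strong as hits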
DAGLB inhibitor = blocks human DAGLB lipase activity | Q8NCG7 | HEK293T DAGLB membrane lysate, EnzChek fluorogenic substrate | inhibition, % at 5.17 µM | 0.059% of 340,000 active | AID 504411; in the data active = inhibition above about 34%;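 also: 0% = enzyme with vehicle and 100% = wells lacking enzyme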
HTR5A inv ctr = HTR5A inverse agonism, opioid heterodimer counter-screen. P47898. HTR5A cell line, luminescence. inhibition, % at 9.3 µM. 0.083% of 340,000 active; in the data active = inhibition mostly above about 23%, no sharp cut-off; inactive = mostly below about 18%;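 also: 0% = cells with DMSO and 100% = no-cell wells with DMSO; some compounds called inactive have numbers as strong as hits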
The depositor's hits bear a star; ? = inconclusive; . = no result given.

Each structure is followed by: CDK5 p35 inh, PKA-R1A act, phage Ecoli inh, PKA-R2B act, Tat export inh, HTR5A ag, E coli growth, AddAB inh, Mot1-301 SUMO, DAGLB inhibitor, HTR5A inv ctr
CC1CCCCN1C(=O)COC(=O)CSc1ccc(C(N)=O)cc1[N+](=O)[O-] (stereo unspecified)
 : -7.5, -10, 3.0, 0, 1, 0, ., ., ., 3, 8
C#CCN1C(=O)C(O)(CC(=O)c2cc(OC)ccc2OC)c2ccccc21 (stereo unspecified)
 : 0.2, -9, 2.5, -16, -1, 6, -2.6, 3.1, ., 1, -23
CCN(CC)S(=O)(=O)c1ccc(NC(=O)COc2cccc(-n3cnnn3)c2)cc1
 : -1.2, 3, 3.2, 2, 6, 2, -0.4, -2.0, -9, -1, -7
Cc1ccc(-n2nnnc2-c2cnc3cc4c(cc3c2C)OCO4)cc1
 : -7.9, -9, 2.5, -7, ?, -1, 0.8, -1.1, -6, -1, -10
COc1ccc(NC(C#N)c2ccccc2OCc2ccccc2)cc1 (stereo unspecified)
 : -1.0, 2, 1.1, -11, 3, -2, -1.1, 0.5, 20, -4, 4
O=C(CS(=O)CC(=O)N(CC(=O)NC1CCCC1)c1ccc2c(c1)OCCO2)Nc1ccc(F)cc1 (stereo unspecified)
 : 1.3, -2, 1.5, 0, 0, 9, 0.6, 0.2, 197, 1, -25
O=C(c1cccc(S(=O)(=O)N2CCCCCC2)c1)N1CCN(c2ccccc2F)CC1
 : 0.1, 2, 0.6, 0, 5, 5, -0.8, 3.1, 25, -8, -53
Nc1nonc1-n1nnc(C(=O)N/N=C/c2cccnc2)c1CSc1ccc(Cl)cc1
 : ., -16, 1.1, -3, -3, 0, 0.2, 3.6, 8, 0, -2
COc1cccc(C2=CC(=O)C[C@H](c3ccc(F)cc3)C2)c1OC
 : -2.1, -10, 2.8, -5, 18, 4, 1.1, -2.4, -19, -3, -10
Cc1cc(NC(=O)CS(=O)(=O)c2cn(Cc3ccccc3Cl)c3ccccc23)no1
 : -2.6, 3, 0.2, -4, -2, 7, -2.4, -0.6, 16, -1, -6
N=c1c2c(n(Cc3ccccc3)c3c1CCC3)CCC2
 : -0.1, 8, 5.1, -3, 3, 1, -0.1, 2.3, ., 1, 2
CC(C)(C)N/N=C1\CC(c2ccccc2)Oc2ccccc21 (stereo unspecified)
 : -0.8, 5, 3.2, 7, -1, -3, -0.8, 2.9, -22, -12, -21
CC(=O)c1cccc(CN2CCC(n3nccc3NC(=O)CCCc3ccccc3)CC2)c1
 : 0.3, -10, 0.6, 3, 3, 0, -1.9, 0.7, -7, 1, -1
CC(=O)NCCc1ccc(S(=O)(=O)NCc2ccc3c(c2)OCO3)cc1
 : -0.2, -2, 1.0, 2, -4, -2, -1.6, 2.0, 32, 0, -6
O=C(O)CN1C(=O)/C(=C\c2cccc(OCc3ccccc3F)c2)SC1=S
 : -1.5, 0, 1.9, -10, 15, -2, -3.4, -21, 10, 14, 6
COc1ccc(S(=O)(=O)N2CCOCC2)cc1NC(=O)CSc1cc(C)ccc1C
 : -0.1, 4, 1.4, -16, 7, 5, ., ., ., 1, -14
CCOC(=O)c1c(CN(C)C)oc2cc(CN(C)C)c(O)c(CSc3ccccc3)c12
 : 0.1, -3, 1.7, -4, 7, 1, -0.8, 6.2, -10, 0, -2
COc1ccc(C(=O)Nc2cc(C(=O)O)cc(C(=O)O)c2)cc1Cl
 : -0.1, 5, 1.6, -5, -1, 3, -2.9, -0.6, 15, 0, -9
CCOC(=O)c1cc(C(=O)Nc2cccc(C)c2)nn1C
 : 1.1, -14, 3.5, -2, 3, -5, -0.2, 0.9, 1, -4, -26
CC(C)C1C(C#N)=C(N)SC(N)=C1C#N
 : 0.2, -2, -0.3, 4, 4, -11, -2.2, 1.6, -5, -2, 26
CCOC(=O)Cn1c(=NC(=O)c2nc3ccccc3s2)sc2cc(S(N)(=O)=O)ccc21
 : 1.1, -8, 2.5, -16, -2, -3, -1.8, -2.4, -6, 2, 8
CN(C)S(=O)(=O)c1cccc(NC(=O)COC(=O)/C=C/c2cccs2)c1
 : 0.3, 7, 3.5, 9, 1, 3, -3.7, 0.2, -8, 1, 2
CCCCNC(=O)c1nn(-c2ccccc2OC)c(=O)c2ccccc12
 : -0.1, 1, 1.6, 3, -10, -1, -0.2, 3.0, 11, 2, -4
O=C(NCC(=O)N1CC=C(c2ccccc2)CC1)c1ccccc1Br
 : -2.2, 0, 2.1, 1, -6, 0, -0.5, 0.4, 1, 2, 9
Cc1ccc(-c2nnc(SCC(=O)N3c4ccccc4NC(=O)C3(C)C)n2N)cc1
 : -0.8, 3, 2.2, 4, 2, 0, 1.0, -0.5, 124, -1, -1
O=C(Nc1ccc(Cc2ccncc2)cc1)c1ccc([N+](=O)[O-])o1
 : -1.5, -7, 8.6, -1, -4, 1, 13*, 12, 64, 1, 29
O=C(NCC1CCCO1)c1ccc(Br)c(S(=O)(=O)N2CCOCC2)c1 (stereo unspecified)
 : 1.7, 0, 1.2, 2, -2, -3, 3.4, 2.2, 2, 4, 7
Nc1ccc(-n2nncc2-c2ccccc2)cc1
 : 1.2, 6, -3.6, 0, 0, 3, 0.6, 4.5, 2, 3, -4
Cc1ccccc1Nc1nc(N)nc(CSc2ccccc2)n1
 : -0.9, -8, 2.6, 3, -2, -5, -1.8, 1.1, 19, 3, -29
COC(=O)c1c(-c2ccc(C)cc2)csc1NC(=S)NC(=O)c1ccc(F)cc1
 : -0.2, -8, 1.2, -3, 12, 1, -3.0, 0.3, 4, 2, 8
CCC(=O)Nc1nc2ccc([N+](=O)[O-])cc2s1
 : -1.7, 1, 0.6, 2, 12, 3, -0.7, 4.6, 154, 0, -9
NC(=O)c1oc2ccccc2c1NC(=O)CCc1ccccc1
 : 0.1, -7, 2.8, -5, -10, 3, -0.7, 0.4, -17, -1, -8
CCn1c(SCC(=O)N2CCc3ccccc32)nnc1-c1ccco1
 : 1.0, 7, 4.3, 9, 3, 2, -1.5, 1.2, 126, 1, 17
O=C(Oc1ccc(N2C(=O)CCC2=O)cc1)c1ccco1
 : 0.3, 6, 2.4, -5, -10, 5, -0.6, -0.3, -10, -1, -2
CCN(CC)c1ccc(/C=N/N2CCOCC2)cc1
 : 1.9, -16, 3.4, 8, -4, 2, 0.3, 0.8, -11, 1, -6
CCN(c1ccc(NC(=O)COC(=O)c2ccc3ccccc3n2)cc1)C(C)C
 : 0.4, -11, 1.5, 3, 6, 1, -3.4, 1.1, -6, -7, 1
CCCCn1c(SCC(=O)Nc2cc(C)on2)nnc1-c1cccs1
 : 2.9, 6, 2.1, -7, 4, -2, 1.3, 1.4, 10, 1, 5
CC(O)CN=c1cc(-c2ccccc2)oc2ccc(Cl)cc12 (stereo unspecified)
 : 0.6, 5, -3.0, -7, 0, -7, -1.3, 0.6, -3, 0, 2
CCC(CC)c1nnc(NC(=O)COc2ccc3c(c2)OCO3)s1
 : 1.0, -5, 0.7, 7, 1, 6, -2.1, 1.7, 10, -2, -14
COCCCNC(=S)Nc1ccccc1[N+](=O)[O-]
 : 1.9, 1, 0.4, 0, 15, -1, -2.1, -1.7, -22, 1, 4
CC(C)c1ccc(NC2CCCN(C(=O)c3ccnn3C)C2)cc1 (stereo unspecified)
 : -1.6, -8, 2.9, -2, 6, 3, -1.7, 0.9, 5, 4, 4
Cc1ccc(S(=O)(=O)NCCC(=O)NNC(=O)COc2ccc(Br)cc2)cc1C
 : 1.5, -1, -2.3, -1, 4, 4, 0.2, 2.4, -14, 1, -13
O=C(COC(=O)c1ccc(O)cc1)Nc1cccc(S(=O)(=O)NC2=NCCC2)c1
 : -1.3, -2, 1.6, -3, -1, 1, 1.4, 2.1, -11, -1, -2
CN(C)c1cccc(C(=O)OCC(=O)Nc2ccccc2Sc2ccccc2)c1
 : -0.6, 3, 1.5, 7, 1, 2, -0.8, -1.1, 41, -15, 17
CC(C)CC(C(=O)N1CCOCC1)N1Cc2ccccc2C1=O (stereo unspecified)
 : -1.4, -9, 3.2, 0, -4, 12*, -1.5, -2.4, 2, 1, -36
COc1ccc(OC(C)C(=O)NC(C)c2ccccc2)cc1 (stereo unspecified)
 : 0.6, -8, 1.8, -13, -5, 4, 3.5, 2.1, -5, 0, -13
COc1cc(NC(=O)CN2CCC(C(N)=O)(N3CCCCC3)CC2)c(OC)cc1Cl
 : 1.1, 0, -1.7, -5, 1, 3, 2.5, 2.7, -1, -3, 7
CC(O)(P(=O)(O)O)P(=O)(O)O
 : 0.2, -11, 2.1, -11, -8, 1, ., ., ., 4, -2
O=c1cc(-c2ccccc2)oc2cc(OCc3ccccc3)cc(O)c12
 : -1.6, -8, 3.6, 2, -7, -2, -1.4, 5.4, 108, -3, 6
COc1ccc(CNC(=O)CCCn2nc(C)c3c(C)n(-c4ccccc4)nc3c2=O)cc1
 : 0.2, -3, 1.0, -4, 0, -4, -2.5, 0.9, 1, 1, 7
O=C(Nc1ccc(NS(=O)(=O)c2ccccc2)cc1)c1ccc(Cl)cc1
 : 0.8, -13, 1.7, -1, 4, 1, -1.0, 0.8, 4, -4, -1
CSc1nsc(NC(=O)OCc2ccc(Cl)cc2)n1
 : 0.8, 0, 1.3, -8, -5, 1, 2.5, 3.6, -2, -1, -4
Cc1noc(C)c1CSc1ccccc1C(=O)O
 : 1.5, 4, 0.8, 7, 11, 10, -0.6, 1.4, -6, 1, -29
COc1cc(C(C(=O)NC2CCCC2)N(C(=O)c2snc(C(N)=O)c2N)C2CCCC2)cc(OC)c1OC (stereo unspecified)
 : -0.6, -5, -0.1, -1, -2, -2, -0.3, -0.7, -8, 1, -14

Complete entries from above. Screens in order: CDK5 p35 inh, PKA-R1A act, phage Ecoli inh, PKA-R2B act, Tat export inh, HTR5A ag, E coli growth, AddAB inh, Mot1-301 SUMO, DAGLB inhibitor, HTR5A inv ctr
CC(C)CC(C(=O)N1CCOCC1)N1Cc2ccccc2C1=O (stereo unspecified) is entered as -1.4, -9, 3.2, 0, -4, 12*, -1.5, -2.4, 2, 1, -36
O=C(Nc1ccc(NS(=O)(=O)c2ccccc2)cc1)c1ccc(Cl)cc1 is entered as 0.8, -13, 1.7, -1, 4, 1, -1.0, 0.8, 4, -4, -1
